Screens deposited in PubChem by several laboratories.
SRC3 inh: SRC3 coactivator transcriptional activity inhibitors, primary screen, cell-based, luminescence; actives 0.17% (n = 360,000); inhibition, % at 3.6 µM; AID 588352, 2011; Nuclear receptor coactivator 3 (Homo sapiens), Q9Y6Q9; HEK293 GAL4-SRC3 luciferase reporter;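 active = inhibition above a per-campaign cutoff, the mean of all compounds plus 3 SD, cut at about 60% in these data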;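 also: 0% = DMSO-treated cells and 100% = gossypol-treated cells at 36 µM; higher means less SRC3-driven luciferase light from the GAL4 reporter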
NR2F2 inh: NR2F2 transcriptional activity inhibitors, primary screen, cell-based, luciferase reporter, HEK293T, luminescence; actives 0.7% (n = 370,000); inhibition, % at 8.6 µM; HEK293T NGFI-A luciferase reporter;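 active = inhibition above a per-plate cutoff, mean inhibition of test wells between control levels plus 3 SD, cut at about 38% in these data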;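 also: cells cotransfected with COUP-TFII expression vector driving the NGFI-A reporter; 0% = median of COUP-TF2 test wells and 100% = reporter-only cells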
SRC1 inh: SRC1 coactivator transcriptional activity inhibitors, primary screen, cell-based, luminescence; actives 0.12% (n = 360,000); AID 588354, 2011; inhibition, % at 3.6 µM; HEK293 GAL4-SRC1 luciferase reporter; Nuclear receptor coactivator 1 (Homo sapiens), Q15788;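 active = inhibition above the campaign mean plus 3 SD, with each screening campaign given its own cutoff, cut at about 60% in these data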;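 also: 0% = DMSO treated cells and 100% = gossypol at 36 µM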
LRH-1 inv ag: LRH-1 (NR5A2) inverse agonists, primary screen, cell-based, luminescence, HEK293T, StAR-luciferase reporter | LRH-1 transfected, 24 h | Nuclear receptor subfamily 5 group A member 2 (Homo sapiens), O00482 | inhibition, % at 3.6 µM | actives 0.13% (n = 360,000);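 active = inhibition above the mean inhibition of all tested compounds plus 3 SD, cut at about 73% in these data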;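 also: 0% = DMSO wells and 100% = reporter-only cells lacking LRH-1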
LMP1 NFkB inh: EBV LMP1-driven NF-kappaB luciferase reporter inhibitors, primary screen, cell-based, luminescence, single point. LMP1-induced NF-kappaB luciferase reporter cells. inhibition, % at 12.5 µM. actives 0.69% (n = 350,000). AID 504558, 2011; in the data active = inhibition above about 41%;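 also: 0% = neutral control wells and 100% = reference inhibitor control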
NOD2 RIPK2 PPI: NOD2-RIPK2 binding disruptors in cells, primary screen, fluorescence, CHO cells, BLA complementation | Receptor-interacting serine/threonine-protein kinase 2 (Homo sapiens), O43353 | CCF4 ratio | inhibition, % at 4.98 µM | actives 0.38% (n = 360,000) | AID 624267, 2012; in the data active = inhibition above about 21%;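 also: 0% = vehicle only and 100% = reference blocker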
ABHD5 PLIN5 PPI: ABHD5-PLIN5 interaction inhibitors, primary screen, cell lysate, split luciferase complementation, luminescence. Split G. princeps luciferase complementation, 4 h. inhibition, % at 4 µM. Perilipin-5 (Homo sapiens) + 1-acylglycerol-3-phosphate O-acyltransferase ABHD5 (Homo …. actives 0.78% (n = 360,000). AID 602281, 2012;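 active = inhibition above the mean inhibition across every tested compound plus 3 SD, cut at about 22% in these data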;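 also: 0% = DMSO only wells and the 100% control is not disclosed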
MC4R ag barr: MC4R agonists recruiting beta-arrestin, primary screen, cell-based, luminescence, agonist arm of biased-ligand search. U2OS MC4R beta-arrestin complementation; percent of melanotan II response, DMSO zero. activation, % at 8.9 µM. actives 0.98% (n = 360,000). AID 540308, 2011;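 active = activation above a per-plate cutoff, the mean activation of sample wells on that plate plus 3 SD, cut at about 8% in these data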
NCOA2 inhibitor: inhibition of GAL4-SRC2 driven luciferase reporter, primary screen, SRC2 inhibitor project, cell-based, luminescence. AID 651957, 2012. inhibition, % at 9 µM. HEK293 GAL4-SRC2 luciferase reporter. actives 0.17% (n = 370,000). Nuclear receptor coactivator 2 (Homo sapiens), Q15596;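 active = inhibition above the mean inhibition of all tested compounds plus 3 SD, set per campaign, cut at about 52% in these data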;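 also: 0% = DMSO treated cells and 100% = cells given Gossypol at 36 µM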
MC4R antagonist: MC4R antagonists of cAMP signaling, primary screen, cell-based, TR-FRET, antagonist arm of biased-ligand search. actives 0.48% (n = 360,000). inhibition, % at 6.5 µM. MC4R-expressing cells, MTII-stimulated cAMP, LANCE TR-FRET. Melanocortin receptor 4 (Homo sapiens), P32245;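 active = inhibition above its plate's cutoff, the mean of tested wells on that plate plus 3 SD, cut at about 29% in these data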;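 also: 0% = Melanotan II alone and 100% = Melanotan II plus saturating MCL0020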
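Material – human MC4R-expressing U2OS cells · Repeats – no replicates · Detection – TR-FRET with Eu-cAMP and labeled anti-cAMP, 671 nm · Times – compound 30 min, challenge 1 h, detection 1 h · Compound – single nominal compound dose of 6.5 µM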
TLR9-MyD88 inh: inhibitors of TLR9-MyD88 association in cells, primary screen, cell-based, CHO, BLA complementation, fluorescence. AID 504734, 2011. inhibition, % at 4.98 µM. actives 0.21% (n = 340,000). Toll-like receptor 9 (Homo sapiens) + Myeloid differentiation primary response protein …. CCF4 FRET ratio;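 active = inhibition above the mean over all tested compounds plus 3 SD, cut at about 21% in these data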;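 also: 0% = DMSO only wells and 100% = clavulanate BLA inhibitor control wells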
* hit, by the source's call; / = not tested or not shown. An excerpt (hit frequency here may not be typical).

SMILES	SRC3 inh	NR2F2 inh	SRC1 inh	LRH-1 inv ag	LMP1 NFkB inh	NOD2 RIPK2 PPI	ABHD5 PLIN5 PPI	MC4R ag barr	NCOA2 inhibitor	MC4R antagonist	TLR9-MyD88 inh
CC(C)(C)n1nnnc1C(c1ccccc1)N1CCN(c2ncc(C(F)(F)F)cc2Cl)CC1 (configuration not stated)	/	-8	/	11	/	-3	-10	/	-6	/	/
O=C(c1cccc(F)c1)N1CCN=C1SCc1cccnc1	7	-8	2	-13	11	-3	-11	-0.3	-3	1	5
CCc1ccccc1NC(=S)N(Cc1cccnc1)Cc1ccco1	6	13	17	-24	2	-4	4	0.7	7	17	1
O=C(NCCNS(=O)(=O)c1ccccc1)N1CCOCC1	7	1	10	-7	-3	0	7	-1.6	-4	9	-1
Cn1c(SCC(=O)NC2CC2)nnc1-c1ccccn1	1	-10	-24	6	-3	-18	-5	0.0	-5	-1	1
COC(=O)C1=C(C(C)=O)C(c2ccc(C(=O)OC)cc2)n2nnnc2N1 (configuration not stated)	4	-7	6	-3	-2	-8	-2	-0.8	3	-1	-3
Cc1nn(Cc2c(F)c(F)c(F)c(F)c2F)c(C)c1NC(=O)c1nn(C)c(C)c1Br	-7	-9	-9	-8	2	2	0	-2.9	-8	7	-3
COCCOC(=O)C1=C(C)NC(=S)NC1c1ccc(OCC(=O)N2CC(C)OC(C)C2)c(OC)c1 (configuration not stated)	-1	13	1	-9	-4	-9	3	-2.0	5	1	-2
O=C(O)CSc1cc(C(=O)c2cc(F)ccc2O)cn2c(=O)c3c(-c4ccccc4)csc3nc12	4	-2	-1	-14	-1	-5	0	1.3	1	9	5
Cc1cccc(C(=O)OC2CCOC2=O)c1O (configuration not stated)	-4	7	-13	11	0	-1	-3	-1.0	-23	15	4
CCCCn1c(N)c(N(CCC(C)C)C(=O)C2=NN(c3ccccc3)C(=O)CC2)c(=O)[nH]c1=O	5	-3	-1	-3	-4	-5	-9	-1.1	-11	0	-8
CCC(C)c1ccccc1NC(=O)c1cccc(-n2cnnn2)c1 (configuration not stated)	4	1	3	5	-6	-2	5	-1.3	-32	4	0
CN(C)c1cccc(C(=O)OCC(=O)c2ccc[nH]2)c1	-61	-31	-87	-128	-24	7	-1	-1.4	-50	3	-6
CC1(C)NC(=O)N(CCOCCSc2ccccc2)C1=O	-21	-12	-9	1	-7	0	3	-0.5	-22	-2	6
Cc1ccc(-n2nnnc2C(Cl)c2nnnn2-c2ccc(C)cc2)cc1	23	-8	-2	-2	8	-11	-9	1.9	2	24	-4
O=C(c1ccc(F)cc1Cl)N(c1ccccn1)C1CCCCC1	7	1	0	-4	0	1	2	-1.6	10	-3	2
Cc1ccc(S(=O)(=O)N(CC(=O)c2ccc(Cl)cc2)C(=O)N2CCN(C)CC2)cc1	4	2	-2	-12	-1	-2	-10	-1.9	-25	10	-1
CNS(=O)(=O)c1cc(NC(=O)CCNC(=O)c2ccco2)ccc1C	8	-3	14	9	0	-8	-5	0.1	-2	14	-1
Nc1nc(CSc2nc3ccccc3s2)nc(N2CCOCC2)n1	-31	5	0	-6	-10	-1	-2	-0.7	-7	5	-1
CCc1nnc(NC(=O)C2CCC(CNc3c(N4CCCCC4)c(=O)c3=O)CC2)s1 (configuration not stated)	-6	1	4	13	-5	5	-2	-0.8	-5	1	-2
COc1ccccc1CNC(=O)CNC(=O)c1ccc(Br)o1	5	-26	-32	-11	-3	-3	1	0.6	-16	15	2
Cc1ccc(-c2c(C(=O)N/N=C/c3cccnc3)nnn2-c2nonc2N)cc1	-5	-7	15	-17	-2	-2	-6	-2.0	-34	15	0
CC1CN(S(=O)(=O)c2csc(C(=O)Nc3ccccc3)c2)CC(C)O1 (configuration not stated)	10	16	23	2	13	-13	1	-1.9	1	3	-11
COc1cc(Nc2ccc(C)cc2)c([N+](=O)[O-])nc1[N+](=O)[O-]	-4	3	-4	2	11	1	-3	0.2	9	-9	-3
Cc1ccccc1Oc1ncccc1C(=O)/C(C#N)=C/N(C)C	1	6	-56	-16	2	-4	-1	0.7	-9	20	-4
O=C1CCc2cc(S(=O)(=O)N3CCC(C(=O)NCCC4=CCCCC4)CC3)ccc2N1	-3	9	4	-9	29	5	5	-0.2	18	6	7
CCCOc1ccc(-c2cnc(SCC(N)=O)nc2N)cc1	7	-20	3	7	-2	-6	7	-0.9	-2	-5	-12
COCC(=O)N1CCCC(N(C)CCc2ccc(OC)c(OC)c2)C1 (configuration not stated)	-6	-18	-4	1	-9	-2	-3	1.6	-2	-6	-2
CN(C)/C=C1\SC(=S)N(c2ccc(Br)cc2)C1=O	-21	-17	-38	-30	-25	2	-14	0.6	-16	7	-6
FC(F)(F)c1cc(Cl)c2nc(-c3ccc(Cl)cc3)c(Cc3ccsc3)n2c1	/	-2	/	1	/	-4	-6	/	-20	/	/
COc1ccc(-c2sc3ccccc3c2-c2ccc(OCCN(C)C)cc2)cc1	9	-3	0	-14	-14	4	40*	21*	11	28	-5
CC(C)n1nnc2ccccc2c1=O	8	-6	-18	3	-4	-4	-1	-0.4	-8	2	-6
Cc1ccnc(NC(=O)c2cccc(S(=O)(=O)N3CCN(c4ccc(F)cc4)CC3)c2)c1	0	23	2	11	6	-6	-5	0.8	16	1	1
O=C(CC1(O)C(=O)Nc2cc(Cl)cc(Cl)c21)c1ccccc1O (configuration not stated)	-8	5	6	-3	1	-2	-12	-1.2	-11	1	-2
COc1ccccc1NC(=O)Nc1nc(C(N)C(C)C)cs1 (configuration not stated)	19	-1	-2	-1	/	7	15	2.2	23	3	/
CCCCCc1cc(=O)c2ccccc2o1	-1	-10	-3	-8	-7	5	-6	-0.2	1	5	-1
CCC(C)C(NC(C)=O)C(=O)NC(=O)NC(c1ccccc1)c1ccccc1 (configuration not stated)	28	-10	-46	-22	8	-9	3	-1.4	-16	-1	-2
O=C(COc1ccccc1)NCCSCc1ccco1	-12	-9	-2	4	-10	0	2	0.6	-2	-2	2
O=C(COc1ccc(S(=O)(=O)NC2CCCCC2)cc1Cl)Nc1ccc2c(c1)OCO2	-4	9	13	15	9	7	-5	6.0	-13	1	3
Cc1nn(C)cc1CNC(=O)COc1ccc(Cl)cc1Cl	4	10	-2	1	0	-9	2	0.0	-5	-3	1
COc1ccc(C(C)=O)cc1Cn1nc(C)c([N+](=O)[O-])c1C	2	3	3	-8	-11	-7	5	-0.3	-21	-7	-7
O=C(NCc1cccc(Cl)c1)c1ccc(S(=O)(=O)Nc2cccc(C(F)(F)F)c2)cc1	20	7	-1	14	-6	-6	0	2.8	6	-1	-7
CCOC(=O)C1=C(C)NC(C)=C(C(=O)OCC)C1C(=O)OCC(=O)NCCc1ccc(S(N)(=O)=O)cc1	1	-17	-6	18	0	4	7	-0.9	18	13	0
O=C(C[n+]1cc(-c2ccc(Br)cc2)n2c1CCCCC2)c1ccccc1	16	29	-23	6	-8	-2	4	-1.8	9	0	5
CCCCNC(=O)c1[nH]c(=O)cnc1-c1ccccc1	-1	-16	7	-15	/	-1	4	/	-5	/	/
CCN(Cc1ccccc1)S(=O)(=O)c1ccc(C(=O)N(CCCN(C)C)c2nc3c(F)cccc3s2)cc1	8	-2	0	20	0	-6	12	-2.2	10	5	-5
Cc1cc(C)n(Cc2ccccc2F)c(=O)c1C#N	11	5	6	10	-1	-8	2	0.0	1	9	-3
CN1CCCC(n2nc(Cc3ccc(Cl)cc3)c3ccccc3c2=O)CC1 (configuration not stated)	33	9	15	7	-4	-5	21	2.5	25	-2	9
O=C(c1cccs1)N1CCN=C1SCc1cccnc1	10	-3	12	-4	6	-18	-10	1.6	6	-3	7
CCc1cccc(OCCOC(=O)CNS(=O)(=O)c2ccc(NC(C)=O)cc2)c1	16	-4	-21	-19	-1	-4	-7	0.9	19	23	-2
Remaining list, next part
SMILES	SRC3 inh	NR2F2 inh	SRC1 inh	LRH-1 inv ag	LMP1 NFkB inh	NOD2 RIPK2 PPI	ABHD5 PLIN5 PPI	MC4R ag barr	NCOA2 inhibitor	MC4R antagonist	TLR9-MyD88 inh
COc1ccc(N2CC(NC(=O)NCC(C)C)CC2=O)cc1 (configuration not stated)	17	-4	4	-3	-6	-6	5	-1.4	2	22	5
CCCCNC(=O)OC1CCS(=O)(=O)C1 (configuration not stated)	14	-9	10	13	-10	-4	1	-0.9	-5	0	-1
N#Cc1c(-c2cccc(F)c2)cc(-c2ccccc2)nc1Br	7	-3	-12	3	2	6	-3	2.2	1	18	2
CN(C)CCn1nnc2c(=O)oc3ccccc3c21	4	-1	-12	25	-4	-5	9	-1.2	-18	3	-10
Cc1occc1-c1nnc(SCC(=O)c2c(N)n(C3CC3)c(=O)[nH]c2=O)n1C	11	-8	-2	-6	-2	-6	-10	-0.1	0	-1	-5
O=C1CC(c2ccco2)CC(O)=C1C=NCC1CCNCC1 (configuration not stated)	-6	13	9	-8	3	-11	-1	2.8	7	-2	-3
NC(=O)Nc1ccccc1C(=O)NCCc1ccccc1	-55	-24	-97	-63	-8	-2	-1	2.2	-30	15	-15
Cc1ccccc1NS(=O)(=O)c1ccc(C(=O)NNC(=O)c2ccccc2O)cc1	12	-6	-3	5	19	7	-3	-0.9	-4	12	1
O=C(Nc1ccc(-c2noc(-c3cccs3)n2)cc1)c1cccnc1	-63	-6	-93	-109	-30	-6	8	4.6	-26	9	0
O=C(Nc1ccc(Oc2ccccc2)cc1)c1ccc2nc([C@@H]3O[C@H](CO)[C@H](O)[C@H](O)[C@H]3O)[nH]c2c1	-30	-4	-7	10	/	-8	3	-0.1	4	2	/
C=CCC(C)(NCc1ccccc1)c1ccccc1 (configuration not stated)	14	-11	-14	4	-5	-4	-8	-0.4	-1	1	-4
Cc1ccc(C(NC(=O)C2CCN(Cc3ccc(Cl)c(Cl)c3)CC2)c2ccccn2)cc1 (configuration not stated)	-25	21	-30	14	/	3	5	-0.9	12	-4	/
